# Bioassay records (PubChem BioAssay)
# RmlC RmlD mix: mixture blocks RmlC and RmlD coupled enzyme activity. RmlC/RmlD coupled enzyme inhibition, 384-well mixture HTS. inhibition, % at 5.5 µM. 110,000 tested, 0.39% active. AID 1532; in the data active means inhibition above about 30%, passing the limit was not always enough; inconclusive means no clear call, values can overlap the other calls; further: strong numbers were not always called active
# HIV RNase H inh: inhibitors of HIV-1 reverse transcriptase RNase H | RT-RNase H RNA/DNA duplex cleavage, fluorescence | 65,000 tested, 1.9% active | inhibition, % at 10 µM; in the data active means inhibition above about 50%
# * hit, by the source's call; ? = inconclusive; · = no result given.
# Start of the listing, in advance:
SMILES,RmlC RmlD mix,HIV RNase H inh
Cc1c(C(=O)N(C)Cc2ccccc2)oc2ccc(S(=O)(=O)N3CCCC3)cc12,-7,-23
COc1cccc(NC(=O)C(C)Oc2ccccc2)c1 (centres undefined),11,-21
CCc1ccc(C2CC(c3ccccc3)Nc3nc(N)nn32)cc1 (centres undefined),9,-8

# Main list (from the top)
SMILES,RmlC RmlD mix,HIV RNase H inh
Cc1c(C(=O)N(C)Cc2ccccc2)oc2ccc(S(=O)(=O)N3CCCC3)cc12,-7,-23
COc1cccc(NC(=O)C(C)Oc2ccccc2)c1 (centres undefined),11,-21
CCc1ccc(C2CC(c3ccccc3)Nc3nc(N)nn32)cc1 (centres undefined),9,-8
Nc1ncnc2nc(N3CCN(C(=O)c4ccccc4)CC3)[nH]c12,-12,8
CCOC(=O)N1C(=O)c2cc(OC)ccc2S1(=O)=O,-11,-10
COCc1cc(C)nc2sc(C(=O)OC)c(N)c12,108,-29
O=C(C1CCCN(S(=O)(=O)c2cccc3nsnc23)C1)N1CCN(c2ccccn2)CC1 (centres undefined),2,-66
O=c1[nH]c2ccccc2n1CCCSCCCn1c(=O)[nH]c2ccccc21,-12,-64
C(=N\Nc1nc(N2CCOCC2)nc(N2CCOCC2)n1)/c1cccnc1,36,·
COCCn1nnnc1C1(N(Cc2cc3cc(C)ccc3[nH]c2=O)CC2CCCO2)CCN(C)CC1 (centres undefined),·,-6
Cc1cc(C)n(CCO)c(=O)n1,-6,-9
CCc1nc(N)nc(N)c1-c1ccc(Cl)cc1,-13,-3
Cc1cc(F)ccc1S(=O)(=O)Nc1ccccc1C(=O)Nc1ccccc1N1CCOCC1,-4,·
Cc1ccc2c(c1)C1CN(C)CCC1N2C(=O)COc1ccc(S(=O)(=O)N2CCOCC2)cc1 (centres undefined),-8,2
COc1cccc2c(=O)n(CC(=O)N3CCC(C)CC3)ccc12,-4,·
COc1cc2c(cc1OC)CN(C(=O)C(C)(C)C)CC2,4,-4
Cc1ccc(NCc2nnc(SCC(=O)c3ccc4c(c3)OCCO4)o2)c(C)c1,-5,-2
CC(C)c1ccc(S(=O)(=O)N2CCN(CCC(=O)Nc3ccc(N(C)C)cc3)CC2)cc1,5,1
C=CCn1c(O)c(C(CC)=NCCC2=CCCCC2)c(=O)[nH]c1=O,-14,·
CN(C)CCN1C(=O)C(O)=C(C(=O)c2cc3ccccc3o2)C1c1cccc(Br)c1 (centres undefined),6,·
COc1ccc[nH]c1=O,-2,3
CC[C@@H](C)[C@H](NC(=O)OC(C)(C)C)c1nnc(S(=O)(=O)Cc2cc(C)ccc2C)o1,·,35
CCCNC(=O)c1ccc(SC)cc1OC,1,-12
CCOC(=O)CC1C(C(=O)OCC)ON2OC(C(=O)OC)C(C(=O)OCC)C12 (centres undefined),-6,·
CCN1CCN(C(=O)Cc2coc3ccc4ccccc4c23)CC1,2,·
O=C(c1ccc(Br)cc1)N1CCCC1,2,·
CCOC(=O)C(Cc1c[nH]c2ccccc12)NC(=O)CNC(C)=O (centres undefined),-10,-37
COC(=O)CC(NC(=O)c1ccc(C)cc1)c1ccc2c(c1)OCO2 (centres undefined),-9,·
CCOC(=O)c1[nH]nc(-c2cc(CC)c(O)cc2O)c1-c1cscn1,9,·
COc1ccc2[nH]c(=O)c(-c3nnn(-c4ccccc4)n3)cc2c1,22,·
Cc1c(/C=N/NC(=O)c2sc3ccccc3c2Cl)cnn1C,12,·
CCN(CC)S(=O)(=O)c1ccc(F)cc1,6,-13
OCCN(Cc1ccccc1)Cc1ccc(Cl)cc1Cl,6,·
CC(Oc1ccc(Cl)cc1)c1ccnn1S(=O)(=O)c1ccccc1 (centres undefined),-4,·
CNC(=O)c1sc(-c2ccccc2)nc1C,-8,·
CCS(=O)(=O)NCCc1csc(-c2cccnc2)n1,4,-3
CN1C(=O)C2(C(C#N)=C(N)N(c3cc(Cl)cc(Cl)c3)C3=C2C(=O)CC(C)(C)C3)c2ccccc21 (centres undefined),4,·
CCOC(=O)C1CCN(Cc2ccc(O)c(OC)c2)CC1,8,1
CC(C)CN1C(=O)NC(NC(=O)c2cccnc2)(C(F)(F)F)C1=O (centres undefined),?,-2
CCOC(=O)CSc1nc2ccccc2c(=O)n1CC1CCCO1 (centres undefined),3,-5
C=CCn1c(SCc2c(C(=O)OC)sc(N)c2C(=O)OC)nnc1-c1ccc(Cl)cc1,3,·
CCOC(=O)C1CCCN(C(=O)c2cc3c(-c4cccc(OC)c4)nn(C)c3s2)C1 (centres undefined),-9,-46
CC(=O)NC(=S)Nc1ccc(NC(=O)COc2ccc(Cl)cc2)cc1,-12,·
O=C(CCCNC(=O)/C(=C\c1ccc(F)cc1)NC(=O)c1ccccc1)OCc1ccccc1,-8,·
O=C(CCCCn1c(=O)c2ccccc2n(CC(=O)NC2CCCC2)c1=O)NCc1ccco1,4,-2
CN1CC(=O)N(CC(=O)Nc2ccc(N(C)C)cc2)c2ccccc2C1=O,-8,5
CC1CCN(C2(O)C(=O)Nc3ccc([N+](=O)[O-])cc32)CC1 (centres undefined),15,·
Brc1cccc(-c2nc(-c3ccncc3)no2)c1,-12,-61
COc1ccc(S(=O)(=O)N(CC(=O)N2CCN(c3ccccc3OC)CC2)c2ccccc2)cc1,·,5
COc1cnc(-c2ccccn2)nc1Sc1ccc(Cl)cc1,4,·
Cc1cc(C)nc(/N=C(/NC(=O)c2ccccc2)Nc2ccccc2)n1,2,·
CCOC(=O)c1sc2nc(CC(=O)OC)nc(NCc3ccc(Cl)cc3)c2c1C,-66,·
Cn1ccs/c1=N\S(=O)(=O)c1ccc(F)cc1,3,·
O=C(CNC(=O)c1cccs1)NCC(=O)OCc1ccccc1Cl,-10,·
Cc1ccc(-c2csc3n[nH]c(=S)n23)cc1,6,9
C=C1c2ccccc2NC(=O)N1c1ccc(C)cc1,6,·
CC(C)CCn1nc(C(=O)OC(C)C(=O)NC(N)=O)c2ccccc2c1=O (centres undefined),-10,4
COc1cc(S(=O)(=O)Nc2ccccc2)ccc1NC=O,-11,·
CCN(CC)CCCN=C(C)c1c(O)n(-c2ccc(C)cc2)c(=O)[nH]c1=O,-5,-7
CNc1oc(-c2cccs2)nc1C#N,·,-13
# (further entries)
SMILES,RmlC RmlD mix,HIV RNase H inh
Cc1cn2c(-c3ccncc3)nnc2s1,·,4
Cc1ccc(CNC(=O)CCn2nc(-c3ccc(Cl)cc3)ccc2=O)cc1,12,·
Cc1coc2c1C(=O)C(=O)c1c-2ccc2c(C)cccc12,8,·
COC(=O)CCCC1=CC2=CC(=O)C(C)(OC(=O)c3cccs3)C(=O)C2=CN1CCc1c[nH]c2ccccc12 (centres undefined),2,·
O=C(CCc1nc(-c2ccccc2F)no1)NC1CCN(Cc2ccccc2)CC1,1,-8
CCC(C)(C)NC(=O)C(c1ccco1)N(C(=O)CNC(=O)c1cccs1)c1cccnc1 (centres undefined),1,·
CC1CCCCN1C(=O)CSc1ccc(-c2ccc(F)cc2)nn1 (centres undefined),-9,10
CCOc1ccc(C(N)=O)cc1OC,-10,·
Nc1nc(CN2CCN(c3ccccn3)CC2)nc(Nc2ccc(F)cc2)n1,0,5
COc1ccc(N2CCN(CCCNS(=O)(=O)c3ccc4c(c3)oc(=O)n4C)CC2)cc1,-12,-4
COc1ccc(N(Cc2ccccc2)C(=O)c2ccccc2[N+](=O)[O-])cc1,3,·
c1cncc(-c2nc3ccccn3c2Nc2ccc3c(c2)OCCO3)c1,·,-14
CCOCCCNC(=O)C(NC(=O)c1cnccn1)c1ccc(OC)cc1 (centres undefined),-12,4
COC(=O)c1oc2ccc(Cl)cc2c1-n1cccc1,9,·
CC(=O)Nc1c2c(nn1-c1cccc(Cl)c1)CS(=O)C2 (centres undefined),5,-13
CCOc1ccc(-c2nnc3sc(COc4ccc(Cl)cc4)nn23)cc1,24,-11
Cc1ccc(CC2SC(=O)NC2=O)cc1Cl (centres undefined),4,-9
N#CCSc1nc2scc(-c3cccs3)c2c(=O)n1CCc1ccccc1,1,25
COC(=O)C(C)Oc1ccc(=O)[nH]n1 (centres undefined),-6,-16
CC(=O)NC(Cc1cnc[nH]1)C(=O)O (centres undefined),8,-4
COc1ccccc1N1CCN(C(=O)CCNS(=O)(=O)c2ccc(Br)s2)CC1,-13,-14
Fc1ccc(Oc2nccc(-c3ccc(Cl)cc3)n2)cc1,-1,·
COc1ccc(N(CC(=O)O)S(=O)(=O)c2c(C)n[nH]c2C)cc1,14,·
O=C(CCN1C(=O)C2C3C=CC(C3)C2C1=O)N1CCN(c2ccc(F)cc2)CC1 (centres undefined),4,-9

# A different layout for 4 compounds above:
# Values in the order: RmlC RmlD mix	HIV RNase H inh
> CCOC(=O)C(Cc1c[nH]c2ccccc12)NC(=O)CNC(C)=O (centres undefined)
  -10	-37
> COC(=O)CC(NC(=O)c1ccc(C)cc1)c1ccc2c(c1)OCO2 (centres undefined)
  -9	·
> CCOC(=O)c1[nH]nc(-c2cc(CC)c(O)cc2O)c1-c1cscn1
  9	·
> COc1ccc2[nH]c(=O)c(-c3nnn(-c4ccccc4)n3)cc2c1
  22	·

# Other records.
SMILES,RmlC RmlD mix,HIV RNase H inh
COc1ccc(C2CC(c3ccccc3)n3nnnc3N2)cc1 (centres undefined),4,·
CCCOc1ccc(C2(C(=O)O)CCCC2)cc1,-4,-4
C/C(=C\c1ccco1)C1C(C#N)=C(N)OC2=C1C(=O)CC(C)(C)C2 (centres undefined),-3,5
C=C1CCN([C@@H](Cc2ccccc2)C(=O)N2CCOCC2)S(=O)(=O)c2ccccc21,-7,·
CS(=O)(=O)Nc1ccc(S(=O)(=O)N2CCOCC2)cc1,·,-3
COc1[nH]c(/N=C/c2ccccc2)c(C#N)c1C#N,-4,53*
CCOc1cccc(NC(=O)C(Cc2cccs2)c2nn[nH]n2)c1 (centres undefined),-12,1
CCOC(=O)c1cc(-c2ccccc2)n(CCC(=O)NC(C)CC)c1C (centres undefined),10,·
CCOc1cc(/C=N/NC(=O)COc2ccc(Cl)cc2)ccc1OS(=O)(=O)c1ccccc1,-10,·
CC(Cc1ccccc1Sc1ccc(O)cc1)N(C)C (centres undefined),-5,·
COc1ccc(CNC(=O)C2CCCN(S(=O)(=O)c3c(C)nn(C)c3C)C2)cc1 (centres undefined),1,-10
CN(C)C(=O)CSc1nnc(CCN)o1,3,6
COc1cc(CN2CCC(C(=O)N3CCCC(C)C3)CC2)cc(OC)c1O (centres undefined),-16,·
COc1ccc(-c2nnc(SCC(=O)N(Cc3ccccc3)C(C)(C)C)o2)cc1OC,0,-11
CCO[C@@H]1OC(C(=O)N2CCN(Cc3ccccc3)CC2)=C[C@H](c2ccc(Br)cc2)[C@H]1CCCO,-16,·
COc1cc(CNc2ccc(C)c(C)c2)cc(OC)c1OC,-3,-10
O=c1c(-c2ccnn2-c2ccc(F)cc2)cnc2n1CCS2,-16,·
CC(=O)OCc1c(C(F)(F)F)nn(C)c1Oc1cccc(C(F)(F)F)c1,8,·
CCN(CC)S(=O)(=O)c1ccc(NC(=O)CSc2nnc(-c3ccc(F)cc3)o2)cc1,-3,10
CC1=CC(C)(C)N2C(=O)C3(N=C(N)NC(Nc4ccccc4)=N3)c3cc(C)cc1c32 (centres undefined),11,-1
CNS(=O)(=O)c1ccc(OC)c(-c2nnc3c4ccccc4c(C)nn23)c1,7,·
O=C(Cc1ccccc1)NC(=S)Nc1cc(C(F)(F)F)ccc1Cl,-7,·
C=CCn1c(=O)c(C(=O)Nc2ccccc2C(=O)OCC)c(O)c2ccccc21,11,33
NC(=O)c1sc2nc3c(c(-c4ccco4)c2c1N)CCC3,2,-64

# Random excerpt: six compounds from above.
SMILES,RmlC RmlD mix,HIV RNase H inh
COc1cc(CNc2ccc(C)c(C)c2)cc(OC)c1OC,-3,-10
O=c1c(-c2ccnn2-c2ccc(F)cc2)cnc2n1CCS2,-16,·
NC(=O)c1sc2nc3c(c(-c4ccco4)c2c1N)CCC3,2,-64
CC(=O)OCc1c(C(F)(F)F)nn(C)c1Oc1cccc(C(F)(F)F)c1,8,·
O=C(Cc1ccccc1)NC(=S)Nc1cc(C(F)(F)F)ccc1Cl,-7,·
C=CCn1c(=O)c(C(=O)Nc2ccccc2C(=O)OCC)c(O)c2ccccc21,11,33

# Continued.
SMILES,RmlC RmlD mix,HIV RNase H inh
COCC(=O)N(Cc1cc2cc(OC)ccc2[nH]c1=O)c1ccccc1OC,·,-9
Cc1ccc(S(=O)(=O)N2CCC(=O)N2)cc1,5,·
Cn1c(=O)c2c(nc(Sc3nc4ccccc4n3CC(=O)N3CCCCC3)n2C)n(C)c1=O,1,8
O=C1c2oc3ccccc3c(=O)c2C(c2cccc(O)c2)N1CCCN1CCOCC1 (centres undefined),-12,1
COc1ccc(-c2nn(-c3ccccc3)cc2C(=O)n2nnc3ccccc32)cc1,-4,·
O=C(Cn1cc2c(n1)CCCC2)N1CCc2ccccc21,9,-25
COc1ccc(C(=O)NCc2nc3ccccc3[nH]2)cc1OC,7,-9
CCOc1ccc(CCn2c(-c3ccco3)nc3ccccc3c2=O)cc1OCC,5,·
CCCCc1ccc(NC(=O)OC)cc1,5,-14
CCN(CC)CC(=O)c1c[nH]c2ccccc12,10,-17
Cc1cccc(OCC(=O)Nc2ccc(N3CCN(S(C)(=O)=O)CC3)cc2)c1,·,-5
Nc1nncn1C(=O)c1ccccc1Cl,3,21
CCCc1nc(SC2CCCC2)c2c(=O)n(C)c(=O)n(C)c2n1,-13,-23
CCCCc1nnc(SCc2ccc(OCC)cc2)n1N,59,-49
O=C(CSc1nnc2c(n1)[nH]c1ccc(F)cc12)OCc1ccccc1,-8,4
O=C(NCC(=O)N(Cc1cccs1)C(C(=O)NC1CCCCC1)c1ccco1)c1cccs1 (centres undefined),5,·
N#C/C(=C/c1ccc(Br)o1)C(N)=O,3,·
CCN1CCN(CC(=O)Nc2ccc(Cl)c(Cl)c2)C(=O)C1=O,-8,-3
Cc1ccc(-c2nnc(CSc3nnc(COc4ccccc4)n3-c3ccc(C)cc3)o2)cc1,8,-11
CCCCN(C)C/C(O)=C(\C#N)c1nc(-c2ccccc2)cs1,-10,·
OCC(CO)(CO)n1cnnn1,7,-7

# Some of the compounds tested; rates above refer to the full screens.
